HGIII-sPLA2 inh: Blocks human group III sPLA2 activity | Q9NZ20 | QFRET BODIPY PC-A2 liposome hydrolysis, fluorescence | inhibition, % at 12.2 µM | 370,000 compounds, 0.56% hits;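 active = inhibition above mean plus 3 SD of compounds lying within the high and low control bounds, cut at about 19% in these data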;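 note: 0% = median of test compound wells and 100% = no enzyme DMSO wells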
Target sequence (Q9NZ20 whole entry, looked up): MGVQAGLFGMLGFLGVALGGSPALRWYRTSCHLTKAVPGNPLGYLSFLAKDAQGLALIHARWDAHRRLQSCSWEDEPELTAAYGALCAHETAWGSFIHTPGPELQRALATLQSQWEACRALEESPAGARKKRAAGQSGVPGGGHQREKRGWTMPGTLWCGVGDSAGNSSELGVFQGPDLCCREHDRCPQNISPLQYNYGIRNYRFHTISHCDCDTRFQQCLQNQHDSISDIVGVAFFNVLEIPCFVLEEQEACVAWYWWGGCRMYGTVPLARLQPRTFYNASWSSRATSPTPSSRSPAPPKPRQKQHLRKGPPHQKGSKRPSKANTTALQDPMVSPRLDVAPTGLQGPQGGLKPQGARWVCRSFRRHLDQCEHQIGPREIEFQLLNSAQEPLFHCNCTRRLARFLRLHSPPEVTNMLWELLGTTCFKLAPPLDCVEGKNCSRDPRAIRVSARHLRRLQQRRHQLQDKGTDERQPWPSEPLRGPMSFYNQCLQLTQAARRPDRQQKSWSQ
FXN GAA850 act: activators of GAA850 frataxin (FXN) promoter | activation, % at 6 µM | HEK293 lucGAA850 FXN promoter luciferase reporter, 24 h; percent of 10 µM SAHA response | 360,000 compounds, 0.56% hits;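 active = activation above the average of all compounds screened plus 3 SD, cutoff fixed separately per campaign, cut at about 7.5% in these data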;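 note: 0% = DMSO wells and 100% = 10 µM SAHA wells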
SMARCA2 activ: increases SMARCA2 function in MMTV reporter cells; 370,000 compounds, 1% hits; MG213 cells, MMTV-luciferase reporter, dexamethasone, overnight; activation, % at 9.1 µM; in the data active = activation above about 7.8%;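 note: 0% = vehicle wells and 100% = reference activator wells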
DAX1 inh-1: inhibitors of human orphan nuclear receptor DAX1 (NR0B1); HEK293 Gal4-DAX1 luciferase reporter, luminescence; inhibition, % at 6.75 µM; AID 504766; 340,000 compounds, 0.99% hits;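 active = inhibition above the mean over all tested compounds plus 3 SD, cut at about 4.2% in these data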;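 note: 0% = DAX1-transfected cells with DMSO and 100% = empty-vector control cells with DMSO; inhibition shows as a rise in luminescence from relieved DAX1 repression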
PLCb3 inh: inhibitors of human phospholipase C beta3. AID 720704. Purified PLC-beta3, fluorogenic substrate, fluorescence. 370,000 compounds, 0.18% hits. inhibition, % at 12.2 µM. Q01970; in the data active = inhibition above about 11%;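 note: 0% = median of compound wells on plate and 100% = full blocker control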
hgDAF12 agonist: agonists of H. glycines DAF-12 nuclear receptor; HEK293 GAL4-hgDAF12 UAS-luciferase reporter, agonist luminescence; normalized to butyrate control; activation, % at 6.8 µM; 370,000 compounds, 1.8% hits;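 active = activation above a cutoff set at the mean of all screened compounds plus 3 SD, cut at about 10% in these data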;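 note: 0% = DMSO wells and 100% = sodium butyrate wells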
PG9 binder: binds the HIV-1 gp120 antibody PG9. TR-FRET gp120-PG9 antibody binding. inhibition, % at 6.7 µM. 360,000 compounds, 0.43% hits. AID 624416; in the data active = inhibition above about 8.5%
hcDAF12 agonist: activators of H. contortus DAF-12 nuclear receptor; 370,000 compounds, 1.4% hits; activation, % at 6.8 µM; AID 652067; HEK293 hcDAF-12 lit1-tk-luc reporter, luminescence; 0% DMSO, 100% Δ7-dafachronic acid;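 active = activation above the mean of all tested compounds plus 3 SD, cut at about 5.5% in these data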;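 note: 100% = response to 3 µM Δ7-dafachronic acid high control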
DAX1 inh-2: DAX1 (NR0B1) inhibition, primary screen; HEK293T StAR-luciferase reporter, SF-1/DAX-1 repression relief; AID 652010; inhibition, % at 6.8 µM; 370,000 compounds, 1.1% hits;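 active = inhibition above the mean over all tested compounds plus 3 SD, cut at about 3.6% in these data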;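 note: 0% = DAX-1 cells with DMSO and 100% = cells lacking DAX-1 with DMSO; higher inhibition means more luminescence from relief of DAX-1 repression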
ssDAF12 agonist: S. stercoralis DAF-12 activation, primary screen; HEK293 ssDAF-12/GRIP1 lit1-tk-luc reporter, luminescence; % of 3 µM dafachronic acid response; activation, % at 6.8 µM; 370,000 compounds, 1% hits;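 active = activation above the mean over all tested compounds plus 3 SD, cut at about 0.9% in these data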;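 note: 0% = DMSO-only wells and 100% = 3 µM delta7-dafachronic acid wells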
NR1D1 modulator: modulators of human Rev-erb alpha DNA binding; activity, % at 10 µM; P20393; AID 1259318; 370,000 compounds, 0.79% hits; Rev-erbα–FITC-DNA binding, fluorescence polarization, 90 min;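 active = activity above about 14%, limit read from the data; passing the limit was not always enough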;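 note: 0% = DMSO wells with 35 nM protein and 100% = DMSO wells with 750 nM protein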
Target sequence (P20393 whole entry, looked up): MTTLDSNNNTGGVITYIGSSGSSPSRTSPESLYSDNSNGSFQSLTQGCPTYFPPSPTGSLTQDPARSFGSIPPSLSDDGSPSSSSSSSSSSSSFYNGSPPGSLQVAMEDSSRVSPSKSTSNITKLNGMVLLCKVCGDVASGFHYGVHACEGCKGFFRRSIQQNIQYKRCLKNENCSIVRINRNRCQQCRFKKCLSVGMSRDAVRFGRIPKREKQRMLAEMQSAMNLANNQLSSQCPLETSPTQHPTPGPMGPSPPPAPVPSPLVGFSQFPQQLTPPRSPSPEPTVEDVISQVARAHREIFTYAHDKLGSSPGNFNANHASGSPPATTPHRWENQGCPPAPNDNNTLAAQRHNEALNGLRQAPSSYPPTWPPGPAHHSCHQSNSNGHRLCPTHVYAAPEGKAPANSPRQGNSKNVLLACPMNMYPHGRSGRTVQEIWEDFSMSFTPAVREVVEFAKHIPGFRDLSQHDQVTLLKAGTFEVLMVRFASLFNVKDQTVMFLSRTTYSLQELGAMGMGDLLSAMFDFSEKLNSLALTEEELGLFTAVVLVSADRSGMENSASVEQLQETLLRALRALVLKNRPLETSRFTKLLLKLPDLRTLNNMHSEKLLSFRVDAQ
* marks the source's active call; other numbers are inactive results.

Results for O=S(=O)(Oc1ccccc1C(=S)N1CCOCC1)c1ccc(Cl)cc1 ?
HGIII-sPLA2 inh: 3; FXN GAA850 act: 2.4; SMARCA2 activ: 3; DAX1 inh-1: 1.2; PLCb3 inh: -4; hgDAF12 agonist: -3.1; PG9 binder: -0.6; hcDAF12 agonist: -0.4; DAX1 inh-2: 3.6*; ssDAF12 agonist: -0.8; NR1D1 modulator: -2

What do the screens show for `CCn1c(Cn2nnc(-c3ccccc3)n2)nnc1SCC(=O)Nc1ccc(N(C)C)cc1`?
HGIII-sPLA2 inh: -4; FXN GAA850 act: 0.9; SMARCA2 activ: -3; DAX1 inh-1: 0.2; PLCb3 inh: -1; hgDAF12 agonist: -0.4; PG9 binder: -3.2; hcDAF12 agonist: -1.5; DAX1 inh-2: 0.7; ssDAF12 agonist: -1.4; NR1D1 modulator: -3

What do the screens show for `CCCCN1CCCCC1(C)C(=O)NCc1cccs1` (stereo not given)?
HGIII-sPLA2 inh: 5; FXN GAA850 act: 0.8; SMARCA2 activ: -4; PLCb3 inh: 2; hgDAF12 agonist: -2.1; PG9 binder: 0.0; hcDAF12 agonist: -0.1; DAX1 inh-2: -0.9; ssDAF12 agonist: -1.3; NR1D1 modulator: -8

Results for O=S(=O)(Cc1ccc(Cl)cc1)c1ncc(CO)n1Cc1ccccc1 ?
HGIII-sPLA2 inh: 1; FXN GAA850 act: -0.6; SMARCA2 activ: -3; DAX1 inh-1: -0.1; PLCb3 inh: 0; hgDAF12 agonist: -1.9; PG9 binder: 1.1; hcDAF12 agonist: -2.6; DAX1 inh-2: -0.5; ssDAF12 agonist: -1.3; NR1D1 modulator: 5

Results for CC(=O)c1cccc(N(CC(=O)Nc2ccc(S(=O)(=O)N3CCOCC3)cc2)S(C)(=O)=O)c1 ?
HGIII-sPLA2 inh: -12; FXN GAA850 act: -0.7; SMARCA2 activ: -1; DAX1 inh-1: -0.2; PLCb3 inh: -6; hgDAF12 agonist: 2.9; PG9 binder: -0.3; hcDAF12 agonist: -0.5; DAX1 inh-2: 0.2; ssDAF12 agonist: -1.0; NR1D1 modulator: -8

How did CCn1c(=O)c2c(nc3n2CCCN3c2cccc(C)c2)n(C)c1=O do in these assays?
HGIII-sPLA2 inh: 12; FXN GAA850 act: -0.9; SMARCA2 activ: -3; DAX1 inh-1: -0.8; PLCb3 inh: -7; hgDAF12 agonist: -0.3; PG9 binder: 1.0; hcDAF12 agonist: -0.2; DAX1 inh-2: -0.4; ssDAF12 agonist: -1.6; NR1D1 modulator: -1

Results for Cc1nn(-c2ccccc2)c(Cl)c1CN(C(=O)CCl)c1ccc(Cl)cc1 ?
HGIII-sPLA2 inh: -6; FXN GAA850 act: -4.4; SMARCA2 activ: -12; DAX1 inh-1: -1.7; PLCb3 inh: 3; hgDAF12 agonist: 1.1; PG9 binder: -0.7; hcDAF12 agonist: 0.9; DAX1 inh-2: -0.5; ssDAF12 agonist: -1.4; NR1D1 modulator: 1

Results for O=S(=O)(c1cccc(C(F)(F)F)c1)N1c2ccccc2-n2cccc2C1c1cccnc1 (stereo not given) ?
HGIII-sPLA2 inh: -15; FXN GAA850 act: 0.3; SMARCA2 activ: -4; DAX1 inh-1: 0.1; PLCb3 inh: -199; hgDAF12 agonist: 0.9; PG9 binder: -1.8; hcDAF12 agonist: -2.3; DAX1 inh-2: -1.7; ssDAF12 agonist: -1.4; NR1D1 modulator: 3

Results for O=C(NC(Cc1ccccc1)C(=O)O)OCc1ccccc1 (stereo not given) ?
HGIII-sPLA2 inh: -5; FXN GAA850 act: -1.3; SMARCA2 activ: 5; DAX1 inh-1: 0.8; PLCb3 inh: 4; hgDAF12 agonist: -0.9; PG9 binder: -3.1; hcDAF12 agonist: -1.6; DAX1 inh-2: 0.7; ssDAF12 agonist: -1.6; NR1D1 modulator: -2

How did O=C(CCn1c(=O)oc2ccccc21)N1CCN(C(c2ccccc2)c2ccccc2)CC1 do in these assays?
HGIII-sPLA2 inh: -17; FXN GAA850 act: -1.3; SMARCA2 activ: -4; DAX1 inh-1: -0.5; PLCb3 inh: 5; hgDAF12 agonist: -3.4; PG9 binder: -0.9; hcDAF12 agonist: -1.8; DAX1 inh-2: -0.8; ssDAF12 agonist: -0.8; NR1D1 modulator: -6

Results for Cc1cccc(CS(=O)(=O)Cc2ccc(C(=O)NCCCN3CCOCC3)o2)c1 ?
HGIII-sPLA2 inh: 1; FXN GAA850 act: 0.0; SMARCA2 activ: 1; DAX1 inh-1: -0.3; PLCb3 inh: 2; hgDAF12 agonist: -0.6; PG9 binder: -1.7; hcDAF12 agonist: -0.6; DAX1 inh-2: 0.4; ssDAF12 agonist: -1.2; NR1D1 modulator: 5

Results for COc1ccc(/C=C2\CCOC2=O)cc1 ?
HGIII-sPLA2 inh: 8; FXN GAA850 act: 2.2; SMARCA2 activ: 0; DAX1 inh-1: 0.9; PLCb3 inh: -23; hgDAF12 agonist: 0.5; PG9 binder: -1.1; hcDAF12 agonist: -0.1; DAX1 inh-2: 0.1; ssDAF12 agonist: -1.1; NR1D1 modulator: -1

How did CCOCc1cc(C)[nH]c(=O)c1C#N do in these assays?
HGIII-sPLA2 inh: 0; FXN GAA850 act: 0.7; SMARCA2 activ: 3; DAX1 inh-1: 0.2; PLCb3 inh: -40; hgDAF12 agonist: -0.7; PG9 binder: -0.5; hcDAF12 agonist: -1.7; DAX1 inh-2: -0.2; ssDAF12 agonist: -0.8; NR1D1 modulator: -3

Results for Cc1cccc(-n2ncc3c2CCCC3NC(=O)c2cccs2)c1C (stereo not given) ?
HGIII-sPLA2 inh: -8; FXN GAA850 act: -3.0; SMARCA2 activ: -6; DAX1 inh-1: -1.7; PLCb3 inh: 4; hgDAF12 agonist: -5.0; PG9 binder: -1.7; hcDAF12 agonist: -4.2; DAX1 inh-2: -4.2; ssDAF12 agonist: -1.8; NR1D1 modulator: -2

What do the screens show for `Cc1cc2c3c(c1)C1(C(=O)N3C(C)(C)CC2C)C(C#N)=C(N)Oc2cc(O)ccc21` (stereo not given)?
HGIII-sPLA2 inh: -26; FXN GAA850 act: 0.1; SMARCA2 activ: -3; DAX1 inh-1: -0.4; PLCb3 inh: -4; hgDAF12 agonist: -1.7; PG9 binder: -2.4; hcDAF12 agonist: -1.9; DAX1 inh-2: 0.4; ssDAF12 agonist: -1.5; NR1D1 modulator: 2

Results for O=C(O)c1ccccc1C(=O)Nc1ccc(Oc2ccc3ccccc3c2)cc1 ?
HGIII-sPLA2 inh: 5; FXN GAA850 act: -9.0; SMARCA2 activ: -8; DAX1 inh-1: -1.4; PLCb3 inh: -1; hgDAF12 agonist: -8.0; PG9 binder: -1.9; hcDAF12 agonist: -4.0; DAX1 inh-2: -1.1; ssDAF12 agonist: -2.7; NR1D1 modulator: -1

What do the screens show for `Cc1cc(OCC(=O)Nc2cccc(S(=O)(=O)N3CCCCC3)c2)ccc1Cl`?
HGIII-sPLA2 inh: -15; FXN GAA850 act: 0.0; SMARCA2 activ: 0; DAX1 inh-1: -1.1; PLCb3 inh: -10; hgDAF12 agonist: -0.6; PG9 binder: -0.9; hcDAF12 agonist: -2.6; DAX1 inh-2: -2.0; ssDAF12 agonist: -1.4; NR1D1 modulator: 2

How did Cc1oc(-c2ccccc2F)nc1CS(=O)(=O)CC(=O)NCc1ccco1 do in these assays?
HGIII-sPLA2 inh: 3; FXN GAA850 act: 0.3; SMARCA2 activ: -5; DAX1 inh-1: -0.1; PLCb3 inh: -4; hgDAF12 agonist: -4.2; PG9 binder: 1.9; hcDAF12 agonist: -0.5; DAX1 inh-2: -0.5; ssDAF12 agonist: -1.0; NR1D1 modulator: -2

What do the screens show for `CC(C)C[C@@H](CNCC(=O)[C@H](C)NC(=O)c1[nH]cnc1C(=O)N[C@H](CN)CC(C)C)NC(=O)c1nc[nH]c1C(=O)N[C@@H](C)C(=O)O`?
HGIII-sPLA2 inh: 12; FXN GAA850 act: -1.1; SMARCA2 activ: -1; DAX1 inh-1: -0.4; PLCb3 inh: -1; hgDAF12 agonist: -0.6; PG9 binder: -0.6; hcDAF12 agonist: -0.7; DAX1 inh-2: -1.1; ssDAF12 agonist: -0.7; NR1D1 modulator: 9

How did O=C(CC(=O)Nc1cccc(Cl)c1)N/N=C\c1ccccc1 do in these assays?
HGIII-sPLA2 inh: -19; FXN GAA850 act: 2.0; SMARCA2 activ: -2; DAX1 inh-1: -1.4; PLCb3 inh: -2; hgDAF12 agonist: 0.0; PG9 binder: -1.1; hcDAF12 agonist: 1.0; DAX1 inh-2: -0.5; ssDAF12 agonist: -0.1; NR1D1 modulator: 4

How did CCN(CC)S(=O)(=O)c1ccc2oc(SCc3ccc(F)cc3)nc2c1 do in these assays?
HGIII-sPLA2 inh: -25; FXN GAA850 act: -0.4; SMARCA2 activ: -7; DAX1 inh-1: -2.0; PLCb3 inh: -1; hgDAF12 agonist: -0.9; PG9 binder: 0.7; hcDAF12 agonist: -3.8; DAX1 inh-2: -1.4; ssDAF12 agonist: -2.0; NR1D1 modulator: 0

Results for CCN(CC)c1ccc(/C=N/NC(=O)c2cccc(S(=O)(=O)N3CCOCC3)c2)cc1 ?
HGIII-sPLA2 inh: -1; FXN GAA850 act: 0.7; SMARCA2 activ: -2; DAX1 inh-1: -3.1; PLCb3 inh: -121; hgDAF12 agonist: 2.3; PG9 binder: -6.8; hcDAF12 agonist: -0.6; DAX1 inh-2: -1.2; ssDAF12 agonist: -1.9; NR1D1 modulator: -2

What do the screens show for `Cc1ccc(OCC(=O)N2N=C(c3cccnc3)CC2(O)C(F)(F)F)cc1C` (stereo not given)?
HGIII-sPLA2 inh: -19; FXN GAA850 act: 1.6; SMARCA2 activ: -1; DAX1 inh-1: 0.0; PLCb3 inh: 2; hgDAF12 agonist: -1.1; PG9 binder: 0.3; hcDAF12 agonist: -2.4; DAX1 inh-2: -0.3; ssDAF12 agonist: -1.4; NR1D1 modulator: 2

Results for CN(C)CCNC(=O)Cc1ncc(C(F)(F)F)cc1Cl ?
HGIII-sPLA2 inh: -4; FXN GAA850 act: -0.2; SMARCA2 activ: -1; DAX1 inh-1: 0.3; PLCb3 inh: -6; hgDAF12 agonist: 1.3; PG9 binder: -0.7; hcDAF12 agonist: -0.5; DAX1 inh-2: -0.8; ssDAF12 agonist: -0.8; NR1D1 modulator: -1

Results for Cc1cc(=O)[nH]c(SCc2cccc3ccccc23)n1 ?
HGIII-sPLA2 inh: -21; FXN GAA850 act: 0.9; SMARCA2 activ: -2; DAX1 inh-1: -0.1; PLCb3 inh: -4; hgDAF12 agonist: -0.7; PG9 binder: -2.1; hcDAF12 agonist: 0.1; DAX1 inh-2: -0.1; ssDAF12 agonist: -1.7; NR1D1 modulator: 2

Results for O=C(CNS(=O)(=O)c1ccccc1)OCc1cccc([N+](=O)[O-])c1 ?
HGIII-sPLA2 inh: 7; FXN GAA850 act: -0.2; SMARCA2 activ: -1; DAX1 inh-1: -0.9; PLCb3 inh: -3; hgDAF12 agonist: -0.5; PG9 binder: 1.7; hcDAF12 agonist: 0.6; DAX1 inh-2: -0.2; ssDAF12 agonist: -0.8; NR1D1 modulator: -1

High-throughput results deposited in PubChem by several laboratories.
